L3MBTL1 inh: inhibitors of human L3MBTL1. Q9Y468. AlphaScreen L3MBTL1–H3K9me1 peptide binding. Potency, µM (titrated, usually from 57.1 µM), for inactives: top-dose activity, negative = inhibition, hits mostly inhibitors. 230,000 tested, 0.66% active; active = well fitted inhibition curve with a large enough effect; note: nearly all actives have a fitted effect of over 60% in size
Target sequence (Q9Y468 whole entry, looked up): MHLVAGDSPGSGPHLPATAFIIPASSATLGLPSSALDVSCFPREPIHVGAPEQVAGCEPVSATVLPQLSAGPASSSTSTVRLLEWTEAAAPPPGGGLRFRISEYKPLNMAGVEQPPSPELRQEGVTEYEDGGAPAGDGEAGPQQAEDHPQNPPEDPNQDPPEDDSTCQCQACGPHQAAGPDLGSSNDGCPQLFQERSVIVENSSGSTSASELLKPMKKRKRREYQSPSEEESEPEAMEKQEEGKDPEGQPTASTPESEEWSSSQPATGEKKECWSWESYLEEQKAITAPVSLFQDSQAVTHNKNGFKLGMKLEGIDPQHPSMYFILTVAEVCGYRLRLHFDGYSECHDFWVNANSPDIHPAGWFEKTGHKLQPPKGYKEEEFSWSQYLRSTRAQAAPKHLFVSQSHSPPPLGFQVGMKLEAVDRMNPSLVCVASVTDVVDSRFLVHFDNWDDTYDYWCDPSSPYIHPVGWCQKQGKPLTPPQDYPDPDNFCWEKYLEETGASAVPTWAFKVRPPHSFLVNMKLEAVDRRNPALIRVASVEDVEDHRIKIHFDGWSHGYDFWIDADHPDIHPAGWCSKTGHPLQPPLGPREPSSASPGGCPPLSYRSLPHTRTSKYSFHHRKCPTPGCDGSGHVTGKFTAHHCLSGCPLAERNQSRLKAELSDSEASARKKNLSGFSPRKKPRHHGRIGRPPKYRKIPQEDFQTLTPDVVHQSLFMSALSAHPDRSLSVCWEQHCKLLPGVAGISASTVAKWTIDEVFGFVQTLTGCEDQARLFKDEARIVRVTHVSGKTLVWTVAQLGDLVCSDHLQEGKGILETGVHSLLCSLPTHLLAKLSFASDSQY
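AlphaScreen assay: L3MBTL1 (50 nM final) was preincubated 30 min at room temperature with biotinylated H3(1-15)K9me1 peptide (75 nM final), then 30 min with library compounds; streptavidin donor and nickel chelate acceptor beads (10 ug/mL final) added, 30 min dark.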
Numbers without * were called inactive; [ ] = remark or other dose. % is set by controls: 0 for no effect and ±100 for the full control effect; potency is the fitted concentration of half-maximal effect. This is a subset. The share of hits here may be higher or lower than overall.

Compound,L3MBTL1 inh
CN(C)S(=O)(=O)N1CCN(CC(O)COc2ccc(-c3ccccc3)cc2)CC1 (configuration not stated),-2.6%
COc1ccc(NC(=O)CN(C)C(=O)c2cc3c(cc2Cl)N2CCCCCC2=NS3(=O)=O)cc1,-0.5%
COc1ccccc1C(=O)NC(CCSC)C(=O)OCC(=O)N1CCCC1=O (configuration not stated),-2.0%
Cc1ccc2c(C)c(C(=O)N3CCC(O)(c4ccccc4)CC3)oc2c1C,-2.3%
CCC(=O)Nc1ccc(S(=O)(=O)Nc2nccs2)cc1,-9.5%
CCN(CC)C(=O)c1ncn(C)c1C(=O)N(CC)CC,6.5%
O=C(NCC(c1ccco1)N1CCCC1)c1ccccc1Sc1ccc(C(F)(F)F)cc1[N+](=O)[O-] (configuration not stated),-11.1%
CCOc1ccc(C(=O)n2cc(C(=O)OC)c3ccccc32)cc1OCC,-3.9%
CCOc1ccc(NC(=O)CN(C)C(=O)c2ccc(OCc3ccccc3)c(OC)c2)cc1OCC,-13.5%
COC(=O)c1c(NC(=O)C(C)C)sc2c1CCN(Cc1ccccc1)C2,5.2%
NS(=O)(=O)c1ccc(CCNC(=O)c2cc3ccccc3oc2=O)cc1,-1.0%
Cc1ccc(C2=NS(=O)(=O)N(C)C(C(=O)NC3CCCC3)=C2)cc1,2.8%
COc1cc(C(=O)Nc2cc(C)ccc2C)ccc1OCc1c(C)noc1C,8.4%
CC(C)(C)C(=O)NC1CC2CCCC(C1)N2C(=O)Nc1ccccc1F (configuration not stated),0.6%
CCOC(=O)C1=C(C)N(C[C@@H]2CC[C@@H](Cc3ccc4cc(OC)ccc4c3)O2)C(=O)NC1c1ccc(OC)cc1 (some centres not stated),-20.1%
CCc1cccc(CC)c1NC(=O)C1CSC2(C)CCC(=O)N12 (configuration not stated),3.0%
N#CCCN(C(=O)COC(=O)C12CC3CC(CC(O)(C3)C1)C2)c1ccc(F)cc1,4.5%
FC(F)(F)c1ccc(-n2cnc3ccccc32)nc1,0.4%
CCN(CC)c1nc2c(c(=O)[nH]c(=O)n2C)n1CCOc1ccccc1,36.5%[activator][2.29 µM]
CC(=O)N1CCN(C(=O)c2cc(S(=O)(=O)N3CCCCC3)ccc2Cl)CC1,3.8%
Cc1ccc(C(=O)NC(Cc2cccc(C(F)(F)F)c2)C(=O)O)cc1 (configuration not stated),-1.3%
CCC(CC)c1nnc(NC(=O)CCc2ccccc2)s1,11.6%
COc1ccc(CN2CCN(C(=O)c3ccc(S(=O)(=O)NCc4ccco4)cc3)CC2)cc1F,-11.0%
CCN(CC)CCn1c2c(c(SCC(=O)Nc3nc4ccccc4s3)nc1=O)CCC2,2.5%
CN(C)C(CNC(=O)c1cccc(NS(=O)(=O)c2ccc(Br)cc2)c1)c1ccco1 (configuration not stated),1.6%

Continued, starting with the last six of the part before.
Compound,L3MBTL1 inh
CC(=O)N1CCN(C(=O)c2cc(S(=O)(=O)N3CCCCC3)ccc2Cl)CC1,3.8%
Cc1ccc(C(=O)NC(Cc2cccc(C(F)(F)F)c2)C(=O)O)cc1 (configuration not stated),-1.3%
CCC(CC)c1nnc(NC(=O)CCc2ccccc2)s1,11.6%
COc1ccc(CN2CCN(C(=O)c3ccc(S(=O)(=O)NCc4ccco4)cc3)CC2)cc1F,-11.0%
CCN(CC)CCn1c2c(c(SCC(=O)Nc3nc4ccccc4s3)nc1=O)CCC2,2.5%
CN(C)C(CNC(=O)c1cccc(NS(=O)(=O)c2ccc(Br)cc2)c1)c1ccco1 (configuration not stated),1.6%
COc1cccc(N2CCN(CC(=O)Nc3ccnn3C3CCCC3)CC2)c1,1.6%
COC(=O)c1ccccc1S(=O)(=O)NNC(=O)C12CC3CC(CC(C3)C1)C2,-0.7%
COc1cc2cc(CCCOC(=O)c3ccc(Br)cc3)oc(=O)c2cc1OC,-5.6%
O=C(COC(=O)Cc1c[nH]c2ccccc12)Nc1c(Cl)cccc1C(F)(F)F,-2.7%
COc1ccc(F)cc1-c1nc(N)nc(N)n1,-5.1%
Cc1c(C(=O)N2CCN(C3CCS(=O)(=O)C3)CC2)oc2ccc(Cl)cc12 (configuration not stated),-6.7%
COc1ccc(NC(=O)CSc2nnnn2C)cc1S(=O)(=O)N1CCCCC1,0.6%
CC(NC(=O)CCC(=O)c1ccccc1)c1ccc(F)cc1 (configuration not stated),-3.1%
CC(=O)Nc1ccc(NC(=O)C(C)OC(=O)c2ccc(-n3cnnn3)cc2)cc1 (configuration not stated),3.4%
Clc1ccc(-c2ccccc2)cn1,4.9%
Nn1c(SCC(=O)NCc2ccc3c(c2)OCO3)nnc1C(F)(F)F,1.8%
COc1ccc(NC(=O)Nc2cccc3c2O[C@@H](CN(C)CC2CCCCC2)[C@@H](C)CN([C@H](C)CO)C3=O)cc1,-2.8%
CC1CN(C(=O)CCC(=O)NCc2ccc(F)cc2)c2ccccc2S1 (configuration not stated),-2.9%
Cc1cc(C)cc(NC(=O)c2cccc(C(=O)Nc3cc(C)cc(C)c3)n2)c1,22.3%
CCOc1ncccc1C(=O)Nc1ccc(S(=O)(=O)Nc2cc(C)nc(C)n2)cc1,10.5%
Cc1ccc(S(=O)(=O)NCC(=O)OCC(=O)NCc2ccco2)cc1,3.4%
Cc1ccc(S(C)(=O)=O)cc1C(=O)Nc1cccc(S(=O)(=O)N2CCCCCC2)c1,-1.9%
Cc1ccc(NC(=O)CN2c3cccc4cccc(c34)S2(=O)=O)cc1,54.0%[activator]
COc1ccc(C(CNC(=O)C(=O)Nc2ccc3c(c2)OCO3)N2CCN(C)CC2)cc1 (configuration not stated),-2.1%
O=c1[nH]c(/C=C/c2ccc(Cl)cc2Cl)c([N+](=O)[O-])c(=O)[nH]1,-8.3%
COc1cccc(NC(=O)CN(C)C(=O)c2cc(-c3ccccc3)nn2-c2ccccc2)c1,0.7%
c1cncc(-c2ccc3[nH]ccc3c2)c1,1.4%
Cc1ccc(NC(=O)CCNC(=O)c2ccc([N+](=O)[O-])cc2)cc1S(=O)(=O)N1CCOCC1,10.5%
COc1ccc(NC(=O)CN(C)C(=O)CNC(=O)c2ccc3ccccc3c2)cc1,9.9%
Cc1cccc(OCCNS(=O)(=O)c2ccc(Cl)cc2)c1,10.2%

Following part.
Compound,L3MBTL1 inh
CC(NC(=O)c1cccc(S(=O)(=O)N2CCc3ccccc3C2)c1)c1ccco1 (configuration not stated),-2.5%
CCC1(c2ccccc2)NC(=O)N(CC(=O)Nc2cc(Cl)ccc2N2CCOCC2)C1=O (configuration not stated),-2.7%
COc1ccc(CCC(=O)N2CCN(S(=O)(=O)c3ccc(OC)cc3)CC2)cc1,-2.6%
Cc1ccc(CNC(=O)c2ccc(N3CCC4(CC3)CC(c3ccccc3)=NO4)c(NC(=O)c3ccc(Cl)c([N+](=O)[O-])c3)c2)cc1,1.2%
O=S(=O)(Nc1ccc(F)cc1)c1ccc(S(=O)(=O)N2CCOCC2)cc1,-3.0%
COCCCNC(=O)c1cc(S(=O)(=O)NCCCN2CCCC2=O)ccc1Cl,0.2%
COc1ccc2oc(C(=O)OCC(=O)N(C)C3CCS(=O)(=O)C3)c(C)c2c1 (configuration not stated),0.4%
O=C(CSc1ccccc1F)Nc1ccc(N2CCOCC2)cc1,-1.0%
COc1ccc(NC(=O)CSc2ccc3c(c2)OCCO3)cc1S(N)(=O)=O,2.5%
CCc1cc(Cn2nc(-c3ccccc3)cc2C(=O)NCc2cccc(C(F)(F)F)c2)on1,18.6%
CCCCCN(C(=O)CCC(=O)OCC(=O)c1ccc(CCC)cc1)c1c(N)n(CCCC)c(=O)[nH]c1=O,-1.9%
COc1ccc(S(=O)(=O)Nc2cccc3c2O[C@H](CN(C)S(=O)(=O)c2ccc(F)cc2)[C@H](C)CN([C@H](C)CO)C3=O)cc1,1.6%
CC1(C)Cc2cccc(OCC(=O)OCC(=O)NCc3ccc(F)cc3)c2O1,9.9%
NC(=O)COc1ccc(NC(=O)CC23CC4CC(CC(C4)C2)C3)cc1,-0.3%[2.29 µM]
CCN1C(=O)[C@@H]2[C@@H](c3ccc(-c4ccc5c(c4)OCO5)c(OC)c3)N3CCC[C@@]3(C(=O)OC)[C@@H]2C1=O,-14.5%
COc1ccc(CCn2c(C)cc(C(=O)COC(=O)c3cnc(C)cn3)c2C)cc1,-4.7%
CCOc1ccc(S(=O)(=O)NCCC(=O)N(C)Cc2cccs2)cc1,-1.0%
CC(=O)C(Cc1ccccc1)NC(=O)CN1c2cccc3cccc(c23)S1(=O)=O (configuration not stated),9.2%
Cc1ccc(NC(=O)CCCc2ccccc2)c([N+](=O)[O-])c1,-15.6%
CCN1C(=NCCc2ccc(Br)cc2)N[C@@H](c2ccccc2)[C@H](C(=O)OC)[C@H]1C,3.2%
C/C(=N/N=C(/C)c1cccs1)c1cccs1,10.4%
CCc1noc(C)c1C(=O)N(C)CC(=O)Nc1ccccc1Br,16.6%
C=CCn1c(SCC(=O)Nc2ccc(C(=O)O)cc2)nc2scc(-c3ccccc3)c2c1=O,-9.4%
CC(C)CN(C(=O)CCNC(=O)c1ccc(Cl)cc1)C1CCS(=O)(=O)C1 (configuration not stated),-0.5%
O=C(OCc1cccc(C(F)(F)F)c1)c1cc(S(=O)(=O)N2CCOCC2)ccc1F,21.8%

Going on with the list:
SMILES | L3MBTL1 inh
CC(C)Nc1nnc(SCC(=O)Nc2sccc2C#N)s1 | -12.2%
C[C@]12CC[C@H](O)C[C@@H]1CC[C@@H]1[C@@H]2CC[C@@]2(C)[C@H]1CCC(=O)[C@]21CCCO1 | -1.4%
CC1=C(C(=O)OCc2ccccc2)C(c2cccc(Br)c2)NC(=O)N1 (configuration not stated) | 4.4%[2.29 µM]
COc1ccc(CCC(=O)NCCNC(=O)CCc2ccc(OC)cc2)cc1 | 0.0%[2.29 µM]
Cc1ccccc1NC(=O)Cc1nc(COC(=O)CCNS(=O)(=O)c2ccccc2)cs1 | -1.2%
COc1ccccc1NS(=O)(=O)c1cccc(C(=O)N2CCN(C(=O)c3ccco3)CC2)c1 | -2.3%
CCN1C(=O)C(=O)N(CC(=O)N2CCC(C)Sc3ccccc32)C1=O (configuration not stated) | -1.5%
CCn1c(SCC(=O)N(C)CCC#N)nc2cc(S(=O)(=O)N3CCOCC3)ccc21 | 1.8%

(list continues)
SMILES | L3MBTL1 inh
CCOC(=O)c1nn(-c2ccccc2)c(=O)c2c(N)sc(C)c12 | -1.8%
Cc1ccc(NC(=O)NC(=O)CN2CCCC2c2ccc3c(c2)OCCO3)cc1C (configuration not stated) | -11.7%
Cc1cccnc1NC(=O)c1ccco1 | 3.3%
Cc1ccnc(NC(=O)CNC(=O)c2ccc(C)s2)c1 | -0.8%
COc1cccc(/C=C/C(=O)OCC(=O)c2ccc(S(=O)(=O)N3CCCCC3)cc2)c1OC | 5.2%
CCN(C(=O)CSc1n[nH]c(-c2ccccc2)n1)c1c(N)n(Cc2ccccc2)c(=O)[nH]c1=O | 0.7%
CCc1ccc(N2CC(C(=O)OCC(=O)NC3CC3)CC2=O)cc1 (configuration not stated) | -2.2%
Cc1cc(CN2CCN(CC(=O)Nc3cc(Cl)ccc3-n3cncn3)CC2)no1 | -11.2%

(cont.)
SMILES | L3MBTL1 inh
COc1cc(C(=O)Nc2ccccc2C(=O)Nc2ccccn2)cc(OC)c1OC | 30.9%[activator]
CCN(CC(=O)Nc1c(F)cccc1F)C(=O)c1ccc2c(c1)NC(=O)C(C)S2 (configuration not stated) | 2.1%
CCOC(=O)C1=CN2CCC[C@H]2CC1=O | -7.1%
CCC(C(=O)Oc1c(C(C)C)cccc1C(C)C)c1ccccc1 (configuration not stated) | 28.7%
COC(=O)C1CCN(C(=O)COC(=O)c2cc(-c3cccs3)nn2-c2ccccc2)CC1 | 2.3%
O=C(COC(=O)CCNS(=O)(=O)c1ccccc1)NC(=O)Cc1ccccc1 | 5.5%
CCOC(=O)c1sc(NC(=O)CN2C(=O)C3CC=CCC3C2=O)nc1C (configuration not stated) | 1.3%
O=C(CCC(=O)NCc1ccccc1)NCc1ccccc1 | -0.1%

More compounds.
SMILES | L3MBTL1 inh
O=C(NCCN1CCOCC1)c1ccc(Cl)c(S(=O)(=O)NCc2ccccc2)c1 | 1.3%
Cc1cc(C)c2sc(NC(=O)C3CC3)nc2c1 | 4.6%
Cc1c(OCC(=O)C(C)(C)C)ccc2c3c(c(=O)oc12)CCCC3 | -3.0%
O=C(O)c1cccc(NC(=O)c2ccccc2NC(=O)c2cccc([N+](=O)[O-])c2)c1 | 45.1%[activator]
Cc1noc(C)c1C(=O)OC(C)C(=O)Nc1ccc(C(N)=O)cc1 (configuration not stated) | 3.9%
CC(C)CN1CCC(=O)N(CCN=[N+]=[N-])CC1 | -4.2%
CCN1CCN(c2ccc(S(=O)(=O)N3CCOCC3)cc2NC(=O)/C=C/c2ccc(OC)c(OC)c2)CC1 | -6.0%
CC1CCN(C(=O)c2ccc(N3CCOCC3)c([N+](=O)[O-])c2)CC1 | 2.3%

Additional compounds.
SMILES | L3MBTL1 inh
O=C(c1cc(Cl)ccc1O)N1CCN(S(=O)(=O)c2cccs2)CC1 | 5.5%
CCc1cc2c(-c3ccccc3)cc(=O)oc2cc1OCC(=O)NCC1CCC(C(=O)O)CC1 (configuration not stated) | -5.4%
COC(=O)c1cc(S(=O)(=O)NCc2ccc(F)cc2)cn1C | 4.5%
CC(C)C[C@H](CO)N(Cc1ccccc1)S(=O)(=O)N(Cc1ccccc1)[C@@H](CO)CC(C)C | 8.9%
O=C(COC(=O)c1nc(Cl)ccc1Cl)NNC(=O)c1cccs1 | -6.0%
Cc1ccc(S(=O)(=O)N2CCOCC2)cc1NC(=O)CNCc1ccc(Cl)cc1Cl | -3.0%
CCN(CC(=O)Nc1ccccc1OC)C(=O)CC1CCCC1 | -7.3%

Screens deposited in PubChem BioAssay by National Center for Advancing Translational Sciences (NCATS).
